# mut p53 react: restores mutant p53 pathway signaling in SW480 cells; SW480 PUMA-promoter luciferase, p53 mutant reactivation; hit rate 1.5% among 28,000; activation, % at 9.98 µM; in the data active = activation above about 52%
# STK33 kin inh: human STK33 kinase inhibition; Q9BYT3; ADP-Glo luminescence, MBP substrate; inhibition, % at 12.5 µM; hit rate 0.44% among 27,000; in the data active = inhibition above about 20%
# Target sequence (Q9BYT3 whole entry, looked up): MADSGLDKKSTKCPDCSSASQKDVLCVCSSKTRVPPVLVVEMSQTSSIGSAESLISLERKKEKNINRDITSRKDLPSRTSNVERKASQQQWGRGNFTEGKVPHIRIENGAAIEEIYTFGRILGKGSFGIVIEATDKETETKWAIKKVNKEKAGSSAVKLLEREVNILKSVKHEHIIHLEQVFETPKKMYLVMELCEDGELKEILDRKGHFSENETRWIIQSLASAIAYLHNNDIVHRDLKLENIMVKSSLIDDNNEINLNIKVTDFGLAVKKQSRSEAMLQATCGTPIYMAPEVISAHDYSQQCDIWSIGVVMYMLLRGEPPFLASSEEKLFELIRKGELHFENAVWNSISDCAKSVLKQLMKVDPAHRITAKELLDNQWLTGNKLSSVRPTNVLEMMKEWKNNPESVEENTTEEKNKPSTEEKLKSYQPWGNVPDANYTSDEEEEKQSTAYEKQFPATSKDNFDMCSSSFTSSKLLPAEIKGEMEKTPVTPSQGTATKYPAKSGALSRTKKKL
# Starred values were filed as active, the others as inactive; / = no result given. A portion of the library; rates above refer to the full screens.
SMILES,mut p53 react,STK33 kin inh
COc1ccc(S(=O)(=O)Nc2ccc3c(c2)CC(=O)N([C@H](C)CO)C[C@H](C)[C@H](CN(C)Cc2ccccc2)O3)cc1,/,2
C[C@@H]1CN([C@@H](C)CO)C(=O)Cc2cc(NC(=O)Cn3cnnn3)ccc2O[C@@H]1CN(C)S(=O)(=O)c1cn(C)cn1,/,0
CC(C)NCc1ccccc1OCC(N)=O,1,-2
COc1cc2c(cc1OC)CN(C(=O)CSc1ncnc3sc(C)c(C)c13)CC2,4,1
CNC[C@H]1Oc2ccc(NC(=O)Cn3cnnn3)cc2C(=O)N([C@@H](C)CO)C[C@H]1C,/,0
Cc1cccc(NC(=O)CSc2nnc(-c3ccco3)n2C)c1C,7,-4
O=C(COc1ccc(Cl)c2cccnc12)Nc1cccc([N+](=O)[O-])c1,-2,-3
C[C@H](CO)N1C[C@H](C)[C@@H](CN(C)C(=O)Nc2ccc(C(F)(F)F)cc2)Oc2ccc(NC(=O)Nc3ccc(C(F)(F)F)cc3)cc2C1=O,/,0
CC(CN1CCCCC1)NC(=O)c1cc(-c2ccccn2)nc2ccc(Br)cc12 (centres undefined),-9,-2
O=C(Cn1nnc(-c2ccccc2)n1)Nc1ccccc1C(=O)O,1,-2
COc1cccc(S(=O)(=O)Nc2ccc3c(c2)[C@H]2C[C@H](CC(=O)NC4CCCCC4)O[C@H](CO)[C@H]2O3)c1,8,/
O=S(=O)(Nc1ncccn1)c1ccc(NC(=S)Nc2ccc3c(c2)OCCO3)cc1,30,2
C/C=C/c1cnc2c(c1)C(=O)N([C@H](C)CO)C[C@H](C)[C@@H](CN(C)S(=O)(=O)c1ccccc1)O2,-17,/
Cc1cc(OCC(=O)Nc2ccccc2C(=O)O)cc(C)c1Cl,27,-1
C[C@H]1CN([C@@H](C)CO)C(=O)Cc2cc(NS(=O)(=O)c3ccc(F)cc3)ccc2O[C@H]1CN(C)Cc1ccc2c(c1)OCO2,/,-1
Cc1cc(CN2CCN(CCC#N)CC2)c(O)c(C2(C)CCCCC2)c1,5,-2
Cc1noc(C)c1NC(=O)Nc1ccc2c(c1)C(=O)N([C@@H](C)CO)C[C@H](C)[C@@H](CN(C)C(=O)NC1CCCCC1)O2,1,1
CNC[C@H]1Oc2ccc(NC(=O)Cn3cnnn3)cc2C(=O)N([C@H](C)CO)C[C@H]1C,10,/
C[C@@H]1CN([C@@H](C)CO)C(=O)c2cc(NC(=O)c3ccncc3)ccc2O[C@@H](C)CCCCO[C@@H]1CN(C)Cc1ccc(C(=O)O)cc1,-4,/
C[C@H]1CN([C@@H](C)CO)C(=O)Cc2cc(NS(=O)(=O)c3ccc(F)cc3)ccc2O[C@H]1CN(C)Cc1ccc(Cl)c(Cl)c1,/,-4
N/N=C(/Cn1nnc(N2CCCCC2)n1)c1ccc(Cl)cc1,/,-6
Cc1cc(N(CC(=O)Nc2ccc(F)c(Cl)c2)S(C)(=O)=O)ccc1Br,-9,1
C[C@@H]1CN([C@H](C)CO)C(=O)Cc2cc(NC(=O)Cc3ccccc3)ccc2O[C@H]1CN(C)C(=O)Nc1ccc(C(F)(F)F)cc1,/,0
O=C(N1CCOCC1)[C@@]1(Cc2ccccc2)COC(c2ccc(OCCCO)cc2)=N1,/,-7
CC1OC(OCC2OC(OCC3(C)C(O)CCC4(C)C3CCC3(C)C4CCC4C5=CC(C)(C)CCC5(C(=O)O)CCC43C)C(O)C(O)C2O)C(O)C(O)C1O (centres undefined),2,-2

# One compound at a time, from the list above. Order of values: mut p53 react | STK33 kin inh
# Record of `C[C@H]1CN([C@@H](C)CO)C(=O)Cc2cc(NS(=O)(=O)c3ccc(F)cc3)ccc2O[C@H]1CN(C)Cc1ccc2c(c1)OCO2` → / | -1
# Record of `CC1OC(OCC2OC(OCC3(C)C(O)CCC4(C)C3CCC3(C)C4CCC4C5=CC(C)(C)CCC5(C(=O)O)CCC43C)C(O)C(O)C2O)C(O)C(O)C1O` (centres undefined) → 2 | -2
# Record of `O=C(Cn1nnc(-c2ccccc2)n1)Nc1ccccc1C(=O)O` → 1 | -2
# Record of `C[C@H](CO)N1C[C@H](C)[C@@H](CN(C)C(=O)Nc2ccc(C(F)(F)F)cc2)Oc2ccc(NC(=O)Nc3ccc(C(F)(F)F)cc3)cc2C1=O` → / | 0
# Record of `C[C@@H]1CN([C@@H](C)CO)C(=O)Cc2cc(NC(=O)Cn3cnnn3)ccc2O[C@@H]1CN(C)S(=O)(=O)c1cn(C)cn1` → / | 0

# Carrying on:
SMILES,mut p53 react,STK33 kin inh
C[C@@H]1CCCCO[C@@H](CN(C)Cc2ccc3c(c2)OCO3)[C@@H](C)CN([C@H](C)CO)C(=O)c2cc(NC(=O)Nc3cccc4ccccc34)ccc2O1,/,6
Cc1noc(C)c1NC(=O)N(C)C[C@H]1OCCCC[C@H](C)Oc2ccc(N(C)C)cc2C(=O)N([C@@H](C)CO)C[C@@H]1C,6,/
CC(=O)N(C)C[C@H]1Oc2ncc(C#CC3(O)CCCC3)cc2C(=O)N([C@H](C)CO)C[C@@H]1C,14,/
CC(C)NC(=O)Nc1ccc2c(c1)C(=O)N([C@H](C)CO)C[C@H](C)[C@@H](CN(C)S(C)(=O)=O)OCCCC[C@H](C)O2,3,/
C[C@@H]1CCCCO[C@@H](CN(C)C(=O)CCC(F)(F)F)[C@@H](C)CN([C@H](C)CO)C(=O)c2cc(NC(=O)Nc3ccccc3)ccc2O1,/,0
C[C@H]1CN([C@@H](C)CO)C(=O)CCCn2cc(nn2)CO[C@H]1CN(C)C(=O)Nc1ccc(-c2cccs2)cc1,14,7
CS(=O)(=O)N(CC(=O)Nc1ccc(C(F)(F)F)cc1)c1ccc(I)cc1,20,0
Cc1noc(C)c1NC(=O)N(C)C[C@@H]1Oc2ccc(NC(=O)C3CC3)cc2CC(=O)N([C@H](C)CO)C[C@@H]1C,-1,-7
Cc1cc(OCC(=O)Nc2cc(-c3nc4ncccc4o3)ccc2C)ccc1Cl,-69,2
O=C(O)c1cccc(NC(=O)C2(c3ccccc3)CCN(S(=O)(=O)c3ccccc3)CC2)c1,-12,4
CCC(=O)Oc1c(S(=O)(=O)c2ccccc2)c(C)nn1C(C)(C)C,12,/
C[C@@H]1CN([C@H](C)CO)C(=O)c2cc(NC(=O)Nc3ccc4c(c3)OCO4)ccc2O[C@@H]1CN(C)C(=O)Nc1ccc(F)cc1,-3,/
C[C@@H]1CCCCO[C@@H](CN(C)Cc2ccc(C(=O)O)cc2)[C@@H](C)CN([C@H](C)CO)C(=O)c2cc(NC(=O)Nc3ccccc3)ccc2O1,/,-4
COc1cc([C@H]2OC[C@H]3[C@@H]2CO[C@@H]3c2ccc3c(c2)OCO3)cc(OC)c1OC,16,-2
C[C@@H]1CN([C@@H](C)CO)S(=O)(=O)c2ccc(C#CC3CC3)cc2O[C@@H]1CN(C)CC1CCOCC1,-4,/
C[C@@H]1CN([C@H](C)CO)C(=O)c2cccc(NS(C)(=O)=O)c2O[C@@H]1CN(C)S(=O)(=O)c1ccccc1,/,-1
COC(=O)C[C@@H]1C[C@@H]2c3cc(NC(=O)NC4CCCCC4)ccc3O[C@@H]2[C@@H](CO)O1,5,/
C[C@@H]1CN([C@@H](C)CO)C(=O)c2cc(NC(=O)Nc3cccc4ccccc34)ccc2O[C@H]1CN(C)C(=O)Nc1ccc2c(c1)OCO2,-3,/
c1ccc(-n2ncc3c(N4CCc5ccccc54)ncnc32)cc1,/,2
CC1=C(C(=O)Nc2ccccc2)C(c2ccco2)n2ncnc2N1 (centres undefined),4,0
O=C(COc1ccc(NS(=O)(=O)c2cccc3cccc(Cl)c23)cc1)N1CCOCC1,4,/
C[C@H](CO)N1C[C@H](C)[C@@H](CN(C)Cc2ccncc2)Oc2ccc(NC(=O)Nc3ccccc3)cc2CC1=O,1,/
C[C@@H]1CN([C@@H](C)CO)S(=O)(=O)c2ccc(C#Cc3cccc(F)c3)cc2O[C@H]1CN(C)C(=O)CN1CCOCC1,-12,/
C[C@@H]1CN([C@@H](C)CO)C(=O)c2cc(NS(C)(=O)=O)ccc2O[C@@H](C)CCCCO[C@@H]1CN(C)C(=O)Nc1ccc2c(c1)OCO2,16,/
O=C(O)CSc1nnc(-c2ccc(Cl)cc2)n1-c1ccccc1,37,1

# The list goes on:
SMILES,mut p53 react,STK33 kin inh
COc1ccc(NC(=O)Nc2ccc3c(c2)CC(=O)N([C@H](C)CO)C[C@@H](C)[C@H](CN(C)CC2CC2)O3)cc1,/,9
Cc1noc(C)c1NC(=O)N(C)C[C@@H]1Oc2ccc(NC(=O)C3CCCCC3)cc2CC(=O)N([C@H](C)CO)C[C@@H]1C,/,2
COC(=O)c1ccc(C)c(NC(=O)CN2C(=O)c3ccccc3S2(=O)=O)c1,-8,0
C[C@@H]1CN([C@H](C)CO)S(=O)(=O)c2ccc(C3=CCCC3)cc2O[C@H]1CN(C)S(=O)(=O)c1cn(C)cn1,-2,/
NC(=O)Nc1ccc2[nH]ncc2c1,-19,/
C[C@@H]1CN([C@H](C)CO)C(=O)Cc2cc(NS(=O)(=O)c3cccs3)ccc2O[C@H]1CN(C)C(=O)NC1CCCCC1,/,3
CN(C)c1ccc2c(c1)[C@@H]1C[C@H](CC(=O)NCCN3CCCCC3)O[C@@H](CO)[C@@H]1O2,10,/
CNC[C@@H]1Oc2ccc(NC(=O)NC3CCCCC3)cc2CC(=O)N([C@H](C)CO)C[C@H]1C,/,3
CC(C)NC(=O)N(C)C[C@H]1Oc2ccc(NC(=O)CCN3CCOCC3)cc2C(=O)N([C@@H](C)CO)C[C@H]1C,4,1
COc1ccc(NC(=O)N(C)C[C@@H]2Oc3ccc(NS(=O)(=O)c4ccc(C)cc4)cc3CC(=O)N([C@H](C)CO)C[C@H]2C)cc1,/,-1
C[C@@H]1CN([C@@H](C)CO)C(=O)c2c(c3ccccc3n2C)-c2ccccc2CO[C@@H]1CN(C)C(=O)[C@@H](Cc1ccccc1)N(C)C,-10,/
CC(C)CC#Cc1ccc2c(c1)O[C@@H](CN(C)Cc1cncnc1)[C@@H](C)CN([C@@H](C)CO)S2(=O)=O,-12,/
C[C@@H]1CN([C@H](C)CO)C(=O)Cc2cc(NC(=O)Nc3ccc(F)cc3)ccc2O[C@@H]1CN(C)S(=O)(=O)c1ccccc1,/,-1
C[C@H](C[C@@H](O)[C@](C)(O)[C@H]1CC[C@@]2(O)C3=CC(=O)[C@@H]4C[C@@H](O)[C@@H](O)C[C@]4(C)C3CC[C@]12C)C(C)(C)O (some centres undefined),-3,-1
COC(=O)c1c(NC(=O)C2CC=CCC2C(=O)O)sc2c1CCC(c1ccccc1)C2 (centres undefined),10,-3
COc1ccc(S(=O)(=O)N(C)C[C@@H]2Oc3ccc(NC(=O)NC4CCCCC4)cc3CC(=O)N([C@@H](C)CO)C[C@@H]2C)cc1,/,-1
C[C@H](CO)N1C[C@H](C)[C@H](CN(C)CC2CC2)Oc2ccc(NS(=O)(=O)c3ccccc3)cc2C1=O,/,-3
COc1ccc(NC(=O)N(C)C[C@H]2Oc3ccc(NS(=O)(=O)c4c(C)noc4C)cc3CC(=O)N([C@@H](C)CO)C[C@H]2C)cc1,/,9
Cc1ccc(S(=O)(=O)Nc2cccc3c2O[C@H](CN(C)C(=O)NC2CCCCC2)[C@H](C)CN([C@H](C)CO)C3=O)cc1,/,0
Cc1noc(C)c1S(=O)(=O)Nc1ccc2c(c1)CC(=O)N([C@H](C)CO)C[C@H](C)[C@H](CN(C)C(=O)Nc1ccccc1)O2,1,-1
CCN(CC)CCNC(=O)c1cc(S(C)(=O)=O)ccc1OC,-1,0
C[C@@H]1CN([C@H](C)CO)C(=O)CCCn2nncc2CO[C@H]1CN(C)C(=O)Nc1cccc2ccccc12,/,-1
C[C@H]1CN([C@@H](C)CO)C(=O)c2cc(NC(=O)C3CCCCC3)ccc2O[C@@H]1CN(C)Cc1ccncc1,4,-7
C[C@@H]1CN([C@@H](C)CO)C(=O)c2cccc(NC(=O)Nc3ccc(C(F)(F)F)cc3)c2O[C@H]1CN(C)S(=O)(=O)c1ccc(Cl)cc1,-12,/
CCCNC(=O)N(C)C[C@@H]1Oc2cc(C#Cc3ccccn3)ccc2S(=O)(=O)N([C@@H](C)CO)C[C@H]1C,1,/

# Compounds shown so far containing a furan ring, fused or not (two):
SMILES,mut p53 react,STK33 kin inh
Cc1cccc(NC(=O)CSc2nnc(-c3ccco3)n2C)c1C,7,-4
CC1=C(C(=O)Nc2ccccc2)C(c2ccco2)n2ncnc2N1 (centres undefined),4,0

# Other entries follow:
SMILES,mut p53 react,STK33 kin inh
COc1ccc(NC(=O)N(C)C[C@H]2Oc3ccc(NC(=O)c4ccncc4)cc3CC(=O)N([C@@H](C)CO)C[C@@H]2C)cc1,/,4
O=C1O[C@@H](c2ccccc2)[C@@H](c2ccccc2)N2[C@@H](c3ccc(O)cc3)[C@]3(C(=O)Nc4ccc(C#CC5(O)CCCCCC5)cc43)[C@@H](C(=O)NC[C@H](O)c3ccccc3)[C@H]12,/,8
Cc1ccc(C)c(OCCCC(C)(C)C(=O)O)c1,/,-6
Clc1cnccn1,4,/
COc1ccc(NC(=O)Cc2ccccc2[N+](=O)[O-])cc1OC,-10,0
C[C@H]1CN([C@@H](C)CO)C(=O)CCCn2cc(nn2)CO[C@@H]1CN(C)S(=O)(=O)c1ccccc1F,/,-1
C=CC[C@]1(C(=O)NCCN2CCOCC2)COC(c2ccc(OCCCO)cc2)=N1,/,-1
Cc1ccc(S(=O)(=O)N[C@@H](Cc2ccccc2)C(=O)CCl)cc1,-90,8
C/C=C(/C)C(=O)O[C@@H]1Cc2c(ccc3ccc(=O)oc23)OC1(C)C,0,3
CCCCC[C@H](O)/C=C/[C@H]1C=CC(=O)[C@@H]1CCCCCCC(=O)O,0,-1
C[C@H]1CN([C@@H](C)CO)C(=O)c2cc(NS(C)(=O)=O)ccc2O[C@H]1CN(C)Cc1ccncc1,/,1
Cc1c(Br)c(C(F)(F)F)nn1CC(=O)Nc1cc(O)cc([N+](=O)[O-])c1,-9,5
